All columns: NCI-60 one-dose screen, growth in % after 48 h at 10 µM unless noted; 100 = growth as untreated, 0 = no growth, -100 = all killed.
TK-10: TK-10 renal cancer cells; actives 3.9% (n = 81,000)
SN12C: SN12C renal cancer cells; actives 3.8% (n = 81,000)
OVCAR-4: OVCAR-4 ovarian cancer cells | actives 3.7% (n = 80,000) | AID 1794784
SK-OV-3: SK-OV-3 ovarian cancer cells | actives 3.2% (n = 80,000)
IGROV1: IGROV1 ovarian cancer; actives 4.7% (n = 79,000)
786-0: 786-0 renal cancer cells; actives 5.1% (n = 81,000); AID 1794775
UO-31: UO-31 renal cancer | actives 5.2% (n = 81,000) | AID 1794768
OVCAR-5: OVCAR-5 ovarian cancer. actives 2.9% (n = 82,000). AID 1794783
* = called active by the depositor; nt = not tested or not shown; & = joins results of further samples. How the source made its calls: active means growth percent below 10; inactive means the rest.

Compound	TK-10	SN12C	OVCAR-4	SK-OV-3	IGROV1	786-0	UO-31	OVCAR-5
CC(=O)Nc1cccc2ccc(S(=O)(=O)O)cc12	91	100	114	90	103	97	94	106
C/C(=N/O)c1ccc(NC(=O)CSc2nnc(-c3ccc4nc(-c5ccc(Cl)cc5)[nH]c4c3)o2)cc1	121	29	101	117	102	-60*	88	118
CC(=O)n1nc(-c2ccc(Br)cc2)cc1-c1ccccn1	nt	108	99	106	106	105	88	99
COc1cc(-c2cc(-c3cccc(OCC(=O)O)c3)[nH]c(=O)c2C#N)cc(OC)c1OC	102	102	98	100	109	96	82	97
CC(C)(C)N1CCC1C(N)=O (stereo not given)	92	104	104	104	265	30	131	49
COc1ccccc1NC(=O)Nc1ccc(-c2nc3ccccc3[nH]2)cc1	100	98	89	nt	108	93	101	97
O=[N+]([O-])c1cc(/C=N/Nc2nc(N/N=C/c3ccc(Cl)c([N+](=O)[O-])c3)nc(N3CCCCC3)n2)ccc1Cl	94	72	87	99	53	109	47	108
COc1ccc(-c2cs/c(=N\N=C\c3ccc(F)cc3)n2C)cc1	89	89	59	82	96	91	65	97
C[N+](C)(C)CC(=O)N/N=C/CCc1ccccc1	104	114	nt	105	122	105	110	102
COc1ccc(C(=O)N/N=C/c2cc(OC)c(OC)cc2[N+](=O)[O-])cc1	105	96	99	57	96	98	92	102
COc1ccc(/C=C2\Oc3cc(OCCCN4CCCC4)ccc3C2=O)cc1	95	90	90	106	88	93	74	93
N#Cc1cccc(NS(=O)(=O)c2ccc(-c3ccc(Cl)cc3Cl)cc2)c1	87	83	74	91	99	86	78	100
CC(=O)c1c(C)nc2ccccc2c1/C=C/c1ccc(Br)cc1	83	75	60	93	73	85	62	90
CC1N=C(SCc2ccc(Cl)cc2)N2C(C)N=C(SCc3ccc(Cl)cc3)N12 (stereo not given)	110	98	83	84	100	97	78	92
COc1ccc(C2C(OC)C(=O)N2c2ccc(OC)cc2)cc1 (stereo not given)	98	106	106	108	113	101	96	99
OCCNc1nc(Nc2ccc(Cl)cc2)nc(Nc2ccc(C3=NN(c4cc(Cl)cc(Cl)c4)C(c4ccc(Cl)cc4)C3)cc2)n1 (stereo not given)	101	93	103	nt	87	97	74	92
COc1ccccc1/C=N/N=C1c2ccccc2-c2ccccc21	121	86	88	96	97	107	76	90
CN1C(=O)/C(=C/c2ccc(N(C)C)cc2)S/C1=N/c1nccs1	93	87	75	89	74	86	84	98
N#CC1OC(COC(=O)c2ccccc2)C(OC(=O)c2ccccc2)C1OC(=O)c1ccccc1 (stereo not given)	112	98	94	104	101	101	97	99
C=C(CC(=O)OC)C(C)=O	107	100	nt	103	101	106	88	112
CCCCCn1c(O)c(N=NC2=NC3C(N2)N(CC)C(=O)N3CC)c2cc(C)ccc21 (stereo not given)	108	86	77	104	111	80	72	112
CCOC=Nc1c(C(=O)Nc2ccccc2)oc2ncccc12	148	96	92	80	84	106	61	100
CC(=O)CC(=O)N(C)C	98	97	101	108	109	98	nt	104
COc1ccc(SC2c3ccc(C)cc3Oc3nc(N)c(C#N)c(N)c32)cc1 (stereo not given)	-98*	-94*	-94*	45	-83*	-95*	-96*	5.6*
ClNc1nc(NCl)nc(NCl)n1	103	100	101	113	110	105	105	112
COc1ccc(-c2nn(-c3ccc(Cl)cc3)cc2-c2nc3ccccc3[nH]2)cc1	91	86	88	101	71	103	44	110
NS(=O)(=O)c1ccc(Nc2nc(N/N=C/c3cn[nH]c3-c3ccccc3)nc(Nc3ccccc3)n2)cc1	116	98	100	129	107	110	80	106
Cc1c(Cc2ccccc2)c(=O)oc2cc(O)ccc12	83	100	115	100	100	102	71	99
N#C/C(=C\NC(=S)Nc1cc(Cl)ccc1Cl)c1nc2ccccc2s1	141	98	94	103	78	101	73	100
CN(C)c1ccc2c(c1)OC(N)=C(C#N)C2c1ccc2c(c1)CCO2 (stereo not given)	79	nt	48	32	nt	35	38	57
OC[C@H]1O[C@@H](O)[C@H](O)[C@@H](O)[C@@H]1O	101	118	118	108	119	103	95	114
COc1ccc(-c2c3c(cc4cc5ccccc5nc24)[C@H]2CC[C@]4(C)C(=O)CC[C@H]4[C@@H]2CC3)cc1	91	103	100	113	111	99	92	102
COc1ccc(/C=N/NC(=O)COc2ccc(-c3nc4ccccc4c(=O)[nH]3)cc2)cc1OC	102	108	103	100	113	100	91	107
CC[n+]1cccc(O)c1	147	102	95	110	20	95	78	100
COC(=O)CC(=O)c1ccc(C)cc1	103	107	103	100	106	98	85	112
Nc1ccc2c(c1)C(=O)c1cc(N)c(Cl)cc1-2	100	78	nt	106	81	98	55	107
COc1ccc(/C=N/C2=C(C#N)C(c3ccc(Cl)cc3)c3ccc4ccccc4c3O2)cc1 (stereo not given)	164	91	87	82	61	95	54	100
Cc1cc(=O)oc2cc(Oc3nc(-c4ccccc4)cn4c(-c5ccccc5)cnc34)ccc12	81	68	61	63	84	67	41	105
O=C(O)/C(=C\c1ccccc1[N+](=O)[O-])c1ccc2c(c1)OCO2	111	83	95	87	107	115	60	102
O=C1C[C@H](c2ccco2)Cc2ccccc2O1	92	95	97	94	104	98	91	97
CCCc1cc(=O)oc2c3c(c4c(c12)OC(C)(C)CC4)OC(C)[C@H](C)[C@@H]3O (stereo not given in full)	139	81	84	95	13	86	35	86
O=C(O)CSC1(SCC(=O)O)CCCCC1	100	100	105	98	98	99	88	108
COc1cccc(-c2nn(-c3ccccc3)cc2-c2ccnc(N3CCN(C(=O)Nc4cc(C(F)(F)F)cc(C(F)(F)F)c4)CC3)c2)c1	86	69	68	103	88	74	55	73
O=C(COc1ccc(Cl)cc1)OCc1ccc(Cl)cc1	113	100	107	111	109	107	84	113
CC(=O)c1cc2c(cc1C)C(C)(C)CCC2C (stereo not given)	101	99	98	103	nt	102	88	87
CC1=CC(C)(C)NC(=S)N1c1ccc2ccccc2c1S(=O)(=O)O	103	100	102	104	91	106	66	102
COc1ccc(-n2c(SCc3cc(OC)c(OC)c(OC)c3)nc3cc(OC)c(OC)cc3c2=O)cc1	nt	101	102	105	102	99	70	99
N#Cc1c(-c2ccccc2)cc(-c2ccccc2)n(Cc2ccc(C(=O)Nc3ccccc3N)cc2)c1=O	90	75	82	92	63	87	45	85
CN(C)c1ccc(C(=C2C=CC(=[N+](C)C)C=C2)c2ccc(N(C)C)cc2)cc1	nt	-67*	-18*	-91*	-37*	-96*	-98*	-34*
Cc1cc(C)n([C@H]2CC(=O)O[C@@H]2COC(=O)c2ccccc2)n1	108	108	112	104	113	nt	94	113
CC(C)n1c2ccc(Br)cc2c2c3c(c4c5ccccc5ccc4c21)C(=O)N(O)C3=O	106	99	nt	nt	101	104	85	105
O=C1CC2(CCCc3sccc32)C(=O)N1 (stereo not given)	98	101	109	94	101	93	99	100
Oc1ccc(Br)cc1CNC1CCCCC1	113	94	104	95	102	81	66	114
Cc1cc(N=Nc2cc(S(=O)(=O)O)c(N)cc2N)ccc1N=Nc1ccc2cc(S(=O)(=O)O)cc(S(=O)(=O)O)c2c1	111	106	99	nt	104	105	86	104
COC(CC(C)(O)C#CCC(C)(O)/C=C/C1=C(C)CCCC1(C)C)OC (stereo not given)	102	95	97	70	97	94	93	98
CNC(=O)c1n[nH]n2c1nc(=O)c1c3c(sc12)CCCC3	96	98	103	103	108	96	87	100
CC(C)CC(NC=O)C(=O)O (stereo not given)	110	99	107	115	131	100	96	86
CCOC(=O)c1cc(C(=O)c2ccc(Br)cc2)n2c1ccc1ccccc12	134	91	97	104	91	nt	78	101
CCCOC(=O)Nc1nc2ccc(SCC(C)C)cc2s1	50	44	61	49	55	40	45	60
COc1ccc(C2NC3=C(CCCC3)C(C#N)(C#N)C2(C#N)C#N)cc1 (stereo not given)	80	89	98	100	nt	88	76	97

Going on with the list:
Compound	TK-10	SN12C	OVCAR-4	SK-OV-3	IGROV1	786-0	UO-31	OVCAR-5
COc1ccc2nc3cc(Cl)ccc3c(N3CCN(c4ccnc(N5CCCC5)n4)CC3)c2c1	109	104	88	99	100	102	81	109
O=C(Cc1ccccc1)NCCCN(CCc1ccccc1)CCc1ccccc1	84	94	99	101	81	83	76	95
O=C1C2C3C=CC(O3)C2C(=O)N1/N=C/c1cccc2ccccc12 (stereo not given)	107	109	119	108	100	105	87	97
CN(C)C(=S)SCCCCCC(=O)O	98	102	105	102	111	102	94	110
CC(C)(C)OC(=O)CN1CCc2c(sc3ncnc(N/N=C/c4cccc5ccccc45)c23)C1	51	48	55	67	30	44	3.3*	31
O=C(Sc1nnc(CCC(=O)c2nc3ccccc3[nH]2)s1)c1ccccc1	109	105	97	110	110	108	85	106
CCOc1nc(-c2ccccc2)cc2c(O)c(C(=O)n3nc(C)cc3C)[nH]c(=O)c12	108	101	100	102	97	100	96	106
NC1=NC(c2ccc(Br)cc2)N=C(Nc2nn[nH]n2)N1 (stereo not given)	103	104	97	99	116	104	nt	107
CCN1C(=O)N(CC)C2Nn3c(s/c(=C\c4cnc(C)n4C)c3=O)=NC21 (stereo not given)	105	97	104	114	101	90	87	102
Cc1ccc2sc(C3CCCN(CC(=O)Nc4c(C)nn(-c5ccccc5)c4C)C3)nc2c1 (stereo not given)	85	75	45	75	76	85	48	109
CN1C(=O)/C(=C2/C(=O)N(C)c3ncccc32)c2cccnc21	94	105	100	111	52	94	88	89
CC(C)NC(=O)c1cc(-c2ccc(NC(=O)Nc3ccc(N4CCN(C)CC4)c(C(F)(F)F)c3)cc2)nc2cccnc12	-94*	-93*	-88*	-93*	-87*	-94*	-97*	-100*
NC(=O)N/N=C1/CCC(OCc2ccccc2)CC1CC(=O)O (stereo not given)	110	89	104	102	95	97	81	103
COc1ccc(NC(=O)Nc2ccc(OCC(=O)c3ccc(Cl)cc3)cc2)cc1	97	96	99	111	103	100	85	104
Cc1ccc(C(=O)N/N=C/c2cccc([N+](=O)[O-])c2)cn1	118	105	111	102	108	31	77	108
O=C(CN1C(=O)NC(c2ccccc2)(c2ccccc2)C1=O)c1ccc(Cl)cc1	108	97	89	96	101	93	65	102
C1CCC(N2CCN(C3CCCCC3)CC2)CC1	106	108	105	103	99	108	90	114
CC1CC(O)CC(C)(C)C1 (stereo not given)	102	104	116	103	103	107	86	97
O=C(COc1ccc(/C=C2\COc3ccccc3C2=O)cc1)c1ccc(Cl)cc1	114	99	106	98	nt	96	96	nt
C=C(C)C1CCC2(C)OC2C1 (stereo not given)	100	108	95	116	89	99	115	102
CC(C)C1=C[C@@]23CC[C@H]4C(C)(C(=O)NCCCCCCN)CCC[C@]4(C)[C@H]2C[C@@H]1[C@H]1C(=O)CCC(=O)[C@H]13 (stereo not given in full)	101	112	104	100	105	102	76	116
CC(C)OC(=O)c1ccc2n1CCCc1cnc(NC3CCCCC3)nc1-2	100	94	81	114	115	95	104	105
CN(C)CC1CCC(CN(C)C)C1=O (stereo not given)	92	106	115	105	115	102	85	122
Cc1cc(C)nc(NC(=O)Nc2ccccc2)c1	94	108	104	101	109	99	100	110
CCCNCC(O)CNc1ccc(Cl)cc1 (stereo not given)	94	99	110	92	117	102	80	92
C#C[C@]1(O)CC[C@H]2[C@@H]3CC=C4c5sc(-c6ccc(C)cc6)nc5CC[C@]4(C)[C@H]3CC[C@@]21C	77	59	65	-7.2*	49	-52*	-7.1*	94
Cc1cc(-c2ccccc2)nc(=O)[nH]1	99	nt	113	101	102	99	88	105
CCOc1ccc2nc(NC(=O)CSc3nnc4n3S(=O)(=O)c3ccccc3N4C)sc2c1	115	117	99	87	88	117	86	95
c1coc(-c2nc(N=C3N=c4ccccc4=N3)[nH]c2-c2ccco2)c1	115	101	104	98	97	111	80	103
O=C1NNC=Nc2c1cnn2-c1ccccc1	111	113	110	106	109	112	67	110
COc1ccc(NC(=O)Cn2cnc3c(cc(-c4ccccc4)n3-c3ccccc3)c2=O)cc1	111	103	113	90	102	95	86	100
CC(NC(=O)c1ccccc1)C(=O)O (stereo not given)	113&109	99&105	107&91	116&107	134&108	112&105	101&92	108&102
COc1ccc(NC(=O)c2ccc(C(=O)Nc3ccc(OC)cc3)cc2)cc1	100	92	100	43	96	75	91	103

Source: PubChem (NCI)

Rows were taken by chance. About 8.7% of those tested had a hit in this group.
